RXFP1 antagonist: RXFP1 (human) relaxin receptor antagonism; Q9HBX9; HEK293-RXFP1, relaxin-stimulated cAMP HTRF, 30 min; stronger effect = lower value; activity change, negative = inhibition, % at 57.5 µM; 350,000 compounds, 0.59% hits;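 active = activity change of -60% or lower, but not beyond a set lower limit; inconclusive = change between -60% and -40%, or beyond the set limit; inactive = change above -40%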; also: % is scaled to controls: 0 for no effect and ±100 for the full control effect
Target sequence (Q9HBX9 whole entry, looked up): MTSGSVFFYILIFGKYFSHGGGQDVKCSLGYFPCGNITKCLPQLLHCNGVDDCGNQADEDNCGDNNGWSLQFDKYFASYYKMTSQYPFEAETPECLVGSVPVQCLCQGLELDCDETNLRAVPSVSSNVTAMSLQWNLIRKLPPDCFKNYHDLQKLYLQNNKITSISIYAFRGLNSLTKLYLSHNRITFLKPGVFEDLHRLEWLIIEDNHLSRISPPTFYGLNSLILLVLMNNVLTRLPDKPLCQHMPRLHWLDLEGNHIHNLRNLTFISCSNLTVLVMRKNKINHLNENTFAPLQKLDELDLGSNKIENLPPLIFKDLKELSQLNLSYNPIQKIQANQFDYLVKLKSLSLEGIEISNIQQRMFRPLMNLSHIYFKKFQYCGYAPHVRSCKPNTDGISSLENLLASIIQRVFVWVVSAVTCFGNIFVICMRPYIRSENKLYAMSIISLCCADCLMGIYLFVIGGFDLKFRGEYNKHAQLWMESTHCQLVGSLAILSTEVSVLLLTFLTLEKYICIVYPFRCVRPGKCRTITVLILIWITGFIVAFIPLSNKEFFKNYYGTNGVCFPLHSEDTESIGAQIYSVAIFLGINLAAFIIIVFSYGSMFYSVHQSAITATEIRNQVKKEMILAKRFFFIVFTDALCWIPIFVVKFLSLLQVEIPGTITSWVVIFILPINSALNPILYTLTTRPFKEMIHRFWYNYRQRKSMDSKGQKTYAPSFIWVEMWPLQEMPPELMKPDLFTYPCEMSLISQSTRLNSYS
Vif-APOBEC3F blk: blocks the Vif interaction with APOBEC3F; HeLa A3F-eYFP + Vif (tagged APOBEC3F with the HIV-1 protein that degrades it), YFP fluorescence increase; Potency, µM (top dose mostly 46.1 µM), inactives show at the highest dose activity, negative = active; 390,000 compounds, 0.2% hits; AID 602313; also: potency is read from the fitted curve at half-maximal effect; % of control where 0% means no effect; nearly all actives have a fitted effect of over 65% in size
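Fluorescence increase (Ex 488/Em 500-530) after overnight compound treatment at 37 deg C flags inhibition of Vif-driven A3F-eYFP loss in stable HeLa A3F-eYFP/Vif cells seeded overnight beforehand.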
D1 agonist: activates the human D1 dopamine receptor; 360,000 compounds, 1% hits; HEK293 T-REx D1 cells, calcium flux, agonist mode; P21728; activation, % at 2 µM; in the data active = activation above about 30%; also: 0% is about no effect
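Tetracycline-induced HEK293 TREx D1 cells, force-coupled to calcium signalling, were dye-loaded with a no-wash calcium kit. Compound was pin-added after a 10 s baseline. Fluorescence was read kinetically at 1 cycle/s for 180 s, with calcium rises flagged as agonism.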
Glioma ERSR ind: induces the endoplasmic reticulum stress response in human glioma cells. AID 602332. U87-MG GRP78 promoter luciferase reporter, 16 h. Potency, µM, without a hit: at the highest dose activation, usual class: activators. 420,000 compounds, 0.02% hits; also: potency is read from the fitted curve at half-maximal effect; series mostly up to about 76 µM; % of control where 0% means no effect; nearly all actives have a fitted effect of over 35% in size
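Stably transfected U87-MG glioma cells carrying a GRP78-based luciferase sensor; 16 h compound incubation. Luminescence end-point read 10 min after Bright-Glo addition at room temperature.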
D2 potentiator: D2 dopamine receptor (human) potentiation. P14416. HEK293 T-REx D2, calcium flux, EC20 dopamine potentiation. AID 485347. potentiation, % at 10 µM. 340,000 compounds, 0.34% hits;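 active = potentiation over 3 SD above the plate norm, cut at about 30% in these data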; also: 0% is about no effect
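Using a no-wash calcium dye in inducible, force-coupled HEK293 Trex cells expressing D2, we tracked fluorescence each second for 180 s after compound, then for 180 s after EC20 dopamine to detect augmented signalling.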
RXFP1 agonist: agonists of human relaxin receptor RXFP1 | Q9HBX9 | HEK293T-RXFP1 cAMP TR-FRET, 30 min; response scale: percent of porcine relaxin response, buffer zero | Potency, µM (doses to about 57.5 µM), for the others: top-dose activation, actives largely listed as activators | 370,000 compounds, 0.3% hits | AID 2676; also: potency is read from the fitted curve at half-maximal effect; % is scaled to controls: 0 for no effect and ±100 for the full control effect; nearly all actives have a fitted effect of over 60% in size; many of its hits are not listed in these tables
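HEK293 cells stably expressing RXFP1, treated 30 min at 37C with compounds plus PDE4 inhibitor Ro 20174; cAMP measured by HTRF TR-FRET. Normalized to buffer and 29 nM porcine relaxin; EC50 by Hill fit.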
D1 antag: antagonists of human D1 dopamine receptor | 360,000 compounds, 3.2% hits | HEK293 TREx D1 cells, calcium flux, dopamine EC80; stronger effect = lower value | P21728 | activity change, negative = inhibition, % at 10 µM | AID 504652; in the data active = activity change below about -30%; also: % is scaled to controls: 0 for no effect and ±100 for the full control effect
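Antagonism measured as reduced calcium response to an EC80 dopamine addition following 180 s compound pre-read; cells were inducible HEK293 Trex D1 plated overnight at 30 C, read kinetically at 1 cycle/sec.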
D1 potentiator: human D1 dopamine receptor positive modulation; HEK293 TREx D1 cells, calcium flux, dopamine EC20 potentiation; potentiation, % at 10 µM; 360,000 compounds, 0.036% hits; AID 504651; in the data active = potentiation above about 30%; also: 0% is about no effect
Vif-A3G inh: inhibitors of Vif-APOBEC3G interaction. Q9HC16. HeLa A3G-eYFP + Vif (tagged APOBEC3G with the HIV-1 protein that degrades it), YFP fluorescence, overnight. Potency, µM (doses to about 46.1 µM), inactives show top-dose activity, negative = active, usual class: inhibitors. 410,000 compounds, 0.076% hits;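 also: potency is read from the fitted curve at half-maximal effect; % is scaled to controls: 0 for no effect and ±100 for the full control effect; nearly all actives have a fitted effect of over 60% in size; hits raise eYFP signal because A3G escapes Vif-driven loss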
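HeLa cells stably expressing Vif and C-terminally eYFP-tagged A3G, seeded overnight at 37 deg C, then exposed to compound by pintool overnight at 37 deg C. Rise in yellow fluorescence (Ex 488/Em 500-530, Acumen) marks blocked Vif-driven A3G degradation.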
* hit, by the source's call; ? = inconclusive; · = not tested or not shown. Unless noted, calls follow the shape of the dose curve; as a rule, active = well fitted curve in the direction sought with a large enough effect; inconclusive = small, poorly fitted or top-dose-only effect, or another doubt; inactive = no such curve, though single readings can be large; an effect the other way counts as inactive or inconclusive. An excerpt; the hit share may differ from the screen's.

SMILES	RXFP1 antagonist	Vif-APOBEC3F blk	D1 agonist	Glioma ERSR ind	D2 potentiator	RXFP1 agonist	D1 antag	D1 potentiator	Vif-A3G inh
Cc1cn2c(=O)cc(COC(=O)COc3ccc(F)cc3)nc2s1	·	-5.4%	4.8	-2.9%	6.7	-0.3%	-18.4	-5.4	7.2%
Cc1[nH]c2ccccc2c1C(=O)COC(=O)c1c(-c2ccccc2)noc1C	-27.9	0.5%	7.8	-3.2%	8.4	0.3%	-1.9	10.8	-2.0%
COc1cccc(/C=N/NC(=O)c2cccc([N+](=O)[O-])c2)c1OS(=O)(=O)c1ccccc1	-19.1	-2.0%	-0.7	-4.1%	0.1	3.6%	-19.2	-3.2	0.4%
Cc1ccc(S(=O)(=O)Nc2ccc(S(=O)(=O)NC(C)(C)C)cc2)cc1	-10.3	5.2%	6.1	-5.3%	8.1	-0.3%	1.8	-5.5	2.7%
COC(CNC(=O)CC1C(=O)N(Cc2ccccc2)C(C)c2nc3ccccc3n21)OC (stereo not given)	-2.6	6.4%	1.9	-2.7%	-9.1	0.1%	39.4	-3.5	-4.1%
COc1ccccc1C(=O)NC(=O)COC(=O)c1cnccn1	7.0	-11.0%	·	-2.4%	·	·	·	·	0.3%
O=C(Nc1ccc(Cl)cc1F)C1CCN(S(=O)(=O)c2cccc3nonc23)CC1	13.4	7.8%	3.5	-2.4%	2.3	-0.1%	-6.8	-3.1	0.0%
COc1ccc(NC(=O)CSc2nc3sc4c(c3c(=O)n2-c2ccc(OC)cc2)CCN(C)C4)cc1	-2.8	6.4%	2.0	-3.2%	-5.3	2.7%	7.5	-1.2	0.6%
Fc1cccc(F)c1/C=N/Nc1ccccn1	4.5	0.2%	0.4	3.5%	-9.8	0.6%	1.2	-2.6	0.2%
CC(C)Cn1c(-c2cccc(Br)c2)nc2ccccc21	-2.8	-1.4%	0.6	-0.5%	1.5	1.1%	-10.4	-4.0	-1.8%
CC(C)CC(NC(=O)C1CCCN1C(=O)CNC(=O)OCc1ccccc1)C(=O)O (stereo not given)	3.3	0.2%	2.2	0.6%	11.3	5.2%	1.4	-4.8	2.5%
OCCNCCCOc1cc(Cl)ccc1Cl	3.7	-0.3%	5.6	-5.9%	-42.7	-0.2%	-2.8	-4.5	7.3%
CCN1CCN(c2ccc(NC(=O)CCc3c(C)nc4c(-c5ccccc5)c(C)nn4c3C)cc2)CC1	·	-0.2%	4.1	-3.9%	8.5	0.8%	-84.2*	-10.1	1.9%
Cn1c(=O)c2c([nH]c(=O)n2C)n(C)c1=O	-0.7	-4.9%	-0.6	-5.8%	1.6	-0.1%	4.5	1.1	1.2%
CCOP(=O)(OCC)c1ccc2c(c1)C(=O)c1ccccc1CC2	·	-0.4%	-1.5	0.0%	-10.4	4.9%	·	-1.8	0.8%

Quoted at random: 7 compounds from above
SMILES	RXFP1 antagonist	Vif-APOBEC3F blk	D1 agonist	Glioma ERSR ind	D2 potentiator	RXFP1 agonist	D1 antag	D1 potentiator	Vif-A3G inh
Fc1cccc(F)c1/C=N/Nc1ccccn1	4.5	0.2%	0.4	3.5%	-9.8	0.6%	1.2	-2.6	0.2%
COc1cccc(/C=N/NC(=O)c2cccc([N+](=O)[O-])c2)c1OS(=O)(=O)c1ccccc1	-19.1	-2.0%	-0.7	-4.1%	0.1	3.6%	-19.2	-3.2	0.4%
CCOP(=O)(OCC)c1ccc2c(c1)C(=O)c1ccccc1CC2	·	-0.4%	-1.5	0.0%	-10.4	4.9%	·	-1.8	0.8%
CC(C)Cn1c(-c2cccc(Br)c2)nc2ccccc21	-2.8	-1.4%	0.6	-0.5%	1.5	1.1%	-10.4	-4.0	-1.8%
CC(C)CC(NC(=O)C1CCCN1C(=O)CNC(=O)OCc1ccccc1)C(=O)O (stereo not given)	3.3	0.2%	2.2	0.6%	11.3	5.2%	1.4	-4.8	2.5%
Cc1cn2c(=O)cc(COC(=O)COc3ccc(F)cc3)nc2s1	·	-5.4%	4.8	-2.9%	6.7	-0.3%	-18.4	-5.4	7.2%
O=C(Nc1ccc(Cl)cc1F)C1CCN(S(=O)(=O)c2cccc3nonc23)CC1	13.4	7.8%	3.5	-2.4%	2.3	-0.1%	-6.8	-3.1	0.0%

(further entries)
SMILES	RXFP1 antagonist	Vif-APOBEC3F blk	D1 agonist	Glioma ERSR ind	D2 potentiator	RXFP1 agonist	D1 antag	D1 potentiator	Vif-A3G inh
CCOC(=O)c1cc(NC(=O)Nc2ccc(OC)c(OC)c2)c(C)nc1C	-14.0	0.2%	0.3	-1.0%	-4.6	2.8%	-2.0	-5.9	-2.4%
CCN(CC)CCN(C(=O)c1ccc(S(=O)(=O)N(CC)c2ccccc2)cc1)c1nc2c(OC)ccc(OC)c2s1	-10.2	1.5%	0.5	-5.3%	-21.6	-4.0%	10.7	-2.2	1.1%
CCOc1ccc(-n2c(C)cc(/C=N\NC(=O)CC(=O)NC3CCCCC3)c2C)cc1	-22.3	-9.7%	1.0	-5.8%	-6.1	2.2%	-7.1	1.1	-5.0%
Cc1nn(CC(=O)OCC(=O)c2ccccc2)c(C)c1[N+](=O)[O-]	-13.2	0.6%	·	-4.9%	·	·	·	·	1.8%
Cc1ccc(S(=O)(=O)NC(=O)c2ccccc2)cc1C(C)C	-15.8	-9.3%	7.2	-5.8%	7.6	0.0%	-5.2	-2.2	-1.4%
Nc1ccccc1Nc1cccc(C(F)(F)F)c1	7.9	-15.1%	-0.5	-0.1%	0.5	3.1%	0.3	-1.4	-6.4%
COCC(C)n1c(C)cc(C(=O)CSc2nc(C)c(C)c(C)n2)c1C (stereo not given)	6.6	-3.4%	2.9	-4.2%	5.6	1.7%	-17.6	3.3	-11.8%
CCC(=O)Nc1sc(Cc2ccccc2)c(C)c1C(N)=O	-8.9	12.6%	5.0	-2.0%	4.1	0.6%	0.2	1.4	0.7%
O=C(O/N=C1\CCS(=O)(=O)c2sccc21)c1c(F)cccc1F	-26.3	4.5%	1.3	1.4%	0.3	0.5%	6.2	-4.8	-4.2%
O=C(Cn1nc(Cl)nc1Cl)c1ccc([N+](=O)[O-])cc1	1.8	-7.7%	1.9	-0.3%	-7.7	-1.2%	-14.5	-3.4	1.8%
Clc1ccc(CNc2ncnc3onc(-c4ccc(Cl)cc4)c23)cc1	·	4.6%	8.8	-0.4%	-12.4	0.7%	15.0	-4.6	0.5%
Cc1ccccc1C(=O)NC1CCN(Cc2ccccc2)CC1	-34.3	1.3%	1.1	-2.9%	-21.1	0.7%	-32.5*	-7.0	3.6%
C/C(=N/NC(=O)CNC(=O)CCc1ccccc1)c1ccc(Cl)cc1	12.4	-11.3%	0.6	8.2%	-8.1	-1.2%	-0.3	-1.4	-2.9%
Cc1ccc(S(=O)(=O)c2cn(Cc3ccc(F)cc3)c3cc(N4CCCC4)c(F)cc3c2=O)cc1	-9.1	0.8%	-1.0	-1.6%	1.9	2.4%	6.4	-1.9	0.9%
COc1ccc(-c2noc(CN(C(=O)C(C)(C)C)C(C)C)n2)cc1	·	-0.8%	9.8	-0.6%	23.1	-0.1%	3.7	-10.3	2.3%
Cc1cc(C)nc(SCC(=O)n2c3c(c4ccccc42)CCCC3)n1	·	5.3%	4.3	-1.4%	-2.9	0.8%	23.4	1.1	-0.1%
O=C(CCSc1ccccc1)NNC(=O)c1ccccc1F	12.0	7.1%	2.7	-1.7%	15.7	-0.1%	4.2	-6.8	0.5%
C=CCSc1nc2ccccc2c(=O)n1Cc1ccccc1	5.7	-3.4%	6.3	-1.9%	-1.9	0.2%	23.7	14.6	0.5%
CCC(=O)Nc1c2c(nn1-c1ccc(F)cc1)CS(=O)C2 (stereo not given)	·	6.4%	1.4	0.4%	0.0	-0.3%	2.1	·	-3.6%
C/C(=N/Nc1nc(C)cc(C)n1)c1ccc(Br)cc1	-6.9	-14.2%	1.0	0.6%	·	-1.5%	7.8	-15.1	0.6%
Cc1nnnn1-c1cccc(C(=O)O)c1	-7.7	3.0%	2.1	-3.6%	0.5	-0.4%	8.8	1.9	0.9%
O=C(/C=C/c1cccc([N+](=O)[O-])c1)NCc1cccnc1	11.9	-10.4%	0.7	3.0%	-12.7	0.9%	13.1	-2.4	0.3%
COCC1OS(=O)(=O)NC(CC(=O)SC(C)(C)C)C1C (stereo not given)	·	7.9%	2.0	-3.7%	7.2	1.8%	3.6	-2.4	-3.5%
COCCCNC(=S)NCCc1ccc(F)cc1	-6.8	-0.5%	0.5	-1.2%	-7.9	-1.8%	6.1	-2.1	2.2%
COCCNc1nnc(SCC(=O)NNC(=O)c2ccc([N+](=O)[O-])cc2)s1	14.2	-4.6%	0.3	-2.4%	-0.1	2.3%	1.1	1.9	1.4%
Cc1ccc([N+](=O)[O-])cc1NC(=O)c1ccc(CSc2ccccc2)cc1	-8.9	-6.8%	13.7	-2.5%	-4.7	-0.2%	-6.0	-5.5	-3.6%
CN1CCc2nc(NC(=O)c3cccc(S(=O)(=O)N4CCc5ccccc54)c3)sc2C1	8.7	-1.3%	5.2	-4.6%	·	-0.2%	-10.4	-6.0	1.4%
CC1CCCC(NC(=O)Cn2cc([N+](=O)[O-])ccc2=O)C1C (stereo not given)	1.2	-0.4%	1.3	-2.2%	-5.8	3.7%	15.2	-3.8	0.5%
O=C(CSc1nnc(CCCN2C(=O)c3cccc4cccc(c34)C2=O)n1-c1ccccc1)NCCCN1CCOCC1	-3.9	-10.7%	0.0	-3.9%	7.8	0.9%	-7.1	-0.6	3.6%
CSCCC(NC(=O)c1cccc(C)c1)C(=O)NCc1cccs1 (stereo not given)	0.1	-3.2%	·	-3.7%	·	·	·	·	-0.5%
Cc1ccc(OCC(=O)NCCNC(=O)c2cccnc2)cc1C	3.3	-3.5%	3.5	-0.9%	·	?	-17.7	·	-1.5%
